Compound activity as filed in PubChem BioAssay.
RBX1-CUL1 inh = human ROC1-CUL1 E3 ligase inhibition; in vitro K48 di-Ub FRET, acceptor:donor ratio, 45 min; inhibition, % at 10 µM; 140,000 compounds, 0.6% hits; in the data active = inhibition above about 25%
Target sequence (P62877 whole entry, looked up): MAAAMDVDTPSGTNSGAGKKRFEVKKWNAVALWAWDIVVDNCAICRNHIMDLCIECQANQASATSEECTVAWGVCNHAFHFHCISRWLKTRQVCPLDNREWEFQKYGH
Target sequence (Q13616 whole entry, looked up): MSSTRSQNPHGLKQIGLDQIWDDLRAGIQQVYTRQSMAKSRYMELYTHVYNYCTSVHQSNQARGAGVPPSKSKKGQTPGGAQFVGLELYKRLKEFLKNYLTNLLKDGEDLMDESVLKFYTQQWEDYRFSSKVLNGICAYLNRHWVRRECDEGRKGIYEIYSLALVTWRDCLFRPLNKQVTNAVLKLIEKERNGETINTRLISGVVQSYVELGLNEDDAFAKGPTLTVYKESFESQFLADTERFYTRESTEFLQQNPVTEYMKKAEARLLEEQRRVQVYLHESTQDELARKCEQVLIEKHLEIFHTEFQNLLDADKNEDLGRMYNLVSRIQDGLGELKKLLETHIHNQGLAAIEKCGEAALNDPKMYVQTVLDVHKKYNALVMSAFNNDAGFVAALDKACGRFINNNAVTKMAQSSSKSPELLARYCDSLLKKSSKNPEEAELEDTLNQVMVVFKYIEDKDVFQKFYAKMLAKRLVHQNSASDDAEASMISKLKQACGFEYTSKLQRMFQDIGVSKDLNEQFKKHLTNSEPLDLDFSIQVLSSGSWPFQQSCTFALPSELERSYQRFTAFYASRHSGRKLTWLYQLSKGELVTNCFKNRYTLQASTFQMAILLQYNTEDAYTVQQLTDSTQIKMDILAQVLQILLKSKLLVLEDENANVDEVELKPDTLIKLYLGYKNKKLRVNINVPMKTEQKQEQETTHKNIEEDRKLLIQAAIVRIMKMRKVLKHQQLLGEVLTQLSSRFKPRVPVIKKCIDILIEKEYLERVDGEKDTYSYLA
Active calls of the source: *.

RBX1-CUL1 inh,Compound
-15,COc1ccc(N(C)C(=O)c2cn(C)c(=O)c3cc(OC)c(OC)cc23)cc1
9,COCc1noc(-c2ccc(NCc3nc(C)c(C)s3)nc2)n1
5,COc1ccc(S(=O)(=O)N(C(=O)c2ccc(C)cc2)c2ccc3oc(C)c(C(C)=O)c3c2)cc1
6,CCCCc1nnc(NC(=O)COc2ccc(Cl)c(C)c2)s1
3,CCOC(=O)N1CCN(S(=O)(=O)c2ccc(CC)cc2)CC1
-7,N#CC1C(=N)OC2=C(C(=O)CCC2)C1c1ccc(F)cc1 (configuration not stated)
-11,Cc1ccc(NC(=O)CSc2nnc(-c3cccc(C)c3)n2-c2ccccc2)cc1
5,CCOC(=O)c1ccc(-c2ccc(/C=C(\C#N)C(=O)Nc3cccc(C)c3)o2)cc1
4,COCCN1CCC(CN(CC2CCCO2)C(=O)c2cc(C)nc(C)n2)CC1 (configuration not stated)
0,CCCCOC(=O)c1ccc(NC(NC(=O)c2ccccc2C)C(Cl)(Cl)Cl)cc1 (configuration not stated)
-8,COc1ccc(Br)cc1CNC(=O)C1CCCCN1S(=O)(=O)c1ccc(F)cc1 (configuration not stated)
8,CCc1ccc(S(=O)(=O)N2CCN(C(=O)C(C)(C)C)CC2)cc1
-8,CCc1noc(C)c1C(=O)Nc1ccc(C)cc1
-2,CCn1ccnc1CN1CCCC1C(=O)Nc1cccc(-c2ccc(F)cc2)c1 (configuration not stated)
5,Cc1cccc2c(SCC(N)=O)nc(-c3ccccc3)nc12
-10,Cc1cccc(N2CCN(C(=O)c3oc(=O)c4ccccc4c3-c3ccccc3)CC2)c1C

In the list so far, 8 have nitrogen in an aromatic ring:
RBX1-CUL1 inh,Compound
-15,COc1ccc(N(C)C(=O)c2cn(C)c(=O)c3cc(OC)c(OC)cc23)cc1
9,COCc1noc(-c2ccc(NCc3nc(C)c(C)s3)nc2)n1
6,CCCCc1nnc(NC(=O)COc2ccc(Cl)c(C)c2)s1
-11,Cc1ccc(NC(=O)CSc2nnc(-c3cccc(C)c3)n2-c2ccccc2)cc1
4,COCCN1CCC(CN(CC2CCCO2)C(=O)c2cc(C)nc(C)n2)CC1 (configuration not stated)
-8,CCc1noc(C)c1C(=O)Nc1ccc(C)cc1
-2,CCn1ccnc1CN1CCCC1C(=O)Nc1cccc(-c2ccc(F)cc2)c1 (configuration not stated)
5,Cc1cccc2c(SCC(N)=O)nc(-c3ccccc3)nc12

New compounds follow:
RBX1-CUL1 inh,Compound
6,COc1cc(NC(=S)N2CCN(C/C=C/c3ccccc3)CC2)cc(OC)c1
6,CCNS(=O)(=O)c1ccc(NC(=O)C2CC3C=CC2C3)cc1 (configuration not stated)
0,Cc1ccc(NC(=O)CSCC#N)cc1Cl
-7,CCCc1ccc(-c2nc(N)sc2C)cc1
5,CN1CCCC(C(=O)NCc2cccnc2N(C)CCc2ccccn2)C1 (configuration not stated)
0,CC(C)CCNC(=O)c1cn(C2CCCC2)cc(C(=O)N2CCN(C(C)C)CC2)c1=O
4,COc1ccc(-c2cc(-c3ccccc3)nc3sc(C(=O)Nc4ccc(C)cc4C)c(N)c23)cc1
-7,OC1(C(F)(F)F)CC(c2ccccc2)=NN1c1nnc(-c2ccccc2)c(-c2ccccc2)n1 (configuration not stated)
-4,CCOc1ccc(CNC(=O)CSc2c3c(nc4ccc(Cl)cc24)CCCC3)cc1
6,CCN1C(=O)c2ccccc2Sc2ccc(NC(=O)Nc3ccc(C(C)=O)cc3)cc21
-13,CCOC(=O)N1CCN(C(=O)c2cc(NC(=O)Cc3ccccc3)cc3nc(COC)n(C)c23)CC1
-5,Cc1cc2c(c(=O)n1Cc1cccnc1)C(c1ccco1)C(C#N)C(=N)O2 (configuration not stated)
-4,O=C1CN(c2nc3nonc3nc2N2CCCC2)CCN1C1CCCC1
-3,COc1ccccc1-c1cc(NC(=O)COc2ccc(C)c(C)c2)n(-c2ccccc2)n1
-4,Cc1cccc(C)c1C=C1C(=O)c2ccccc2C1=O
-3,CCC(=O)N1N=C(c2cc(Cl)ccc2Cl)CC1c1ccc(OC)c(OC)c1 (configuration not stated)
1,O=C(O)CCC(=O)NCCCCCCNC(=O)CCC(=O)O
-3,COc1ccc(/C=C2\SC(c3ccc(C)cc3)=NC2=O)c(OC)c1OC
-2,O=C(Cc1nc2ccccc2[nH]c1=O)c1cccs1
-10,CCC(C)c1ccc(OCCOc2ccc(C=C3C(=O)N(C)C(=O)N(C)C3=O)cc2OC)cc1 (configuration not stated)
8,COc1ccc(S(=O)(=O)N(CC(=O)NCCSc2ccccc2)c2ccc(Cl)cc2)cc1
4,CC1CCN(S(=O)(=O)c2ccc3nc(N4CCN(c5ccccc5F)CC4)ccc3c2)CC1
14,Cc1ccc(C2CC(=O)NC3=C2C(=O)CC(C)(C)C3)cc1 (configuration not stated)
13,COC(=O)c1c(NC(=O)c2ccc(OC(F)F)cc2)sc2c1CCC2
-11,CCCOC(=O)c1c(NC(=O)C2CCCO2)sc2c1CCC(C)C2 (configuration not stated)
12,CN1CCN(C(=O)N2c3ccccc3Sc3ccc(Cl)cc32)CC1
-6,CNCC#CCOc1c(C)ccc(C)c1C
103*,O=S(=O)(c1c(F)c(F)c(F)c(F)c1F)C(F)F
-7,COc1cccc(/C=C2\CCC(=C3SCCS3)C2=O)c1
6,O=C(NN1C(=O)C2C3c4ccccc4C([N+](=O)[O-])(c4ccccc43)C2C1=O)c1ccncc1 (configuration not stated)
9,CCc1ccc(CNc2nncc(-c3ccccc3F)n2)nc1
-7,Cc1ccc(OCC(=O)Nc2ccc(NC(=O)c3ccc(Cl)cc3Cl)cc2)cc1C
-6,CCC1CCCCN1S(=O)(=O)c1ccc(Br)c(OC)c1 (configuration not stated)
-11,COc1ccc(-c2cc3ccc(O)c(CN4CCCCC4C)c3oc2=O)cc1OC (configuration not stated)
9,CO[C@H]1[C@H](NC(=O)CSC)c2ccccc2C12CCN(Cc1cnc(-c3ccccc3)s1)CC2
2,Cc1ccc(-c2nc3sc(-c4ccc(C)o4)nc3s2)o1
4,CCOC(=O)CC1=C(C#N)C(c2cccnc2)C(C(=O)OCC)C(=N)O1 (configuration not stated)
-6,COc1cc2c(=O)c(C(=O)c3ccc(C)c(C)c3)cn(Cc3ccccc3F)c2cc1OC
-3,O=C(Nc1cc(C(F)(F)F)c(Br)cc1Br)c1ccc(Br)o1
8,N#CC1(C#N)[C@@H]2c3ccccc3C=CN2[C@@H](C(N)=O)[C@@H]1c1cccc(Br)c1
2,CCCCN(CC)c1ncnc2c1sc1nc(N3CCOCC3)c3c(c12)CCCC3
1,CCOC(=O)c1c(C)[nH]c(C)c1-c1cccc2ccccc12
-6,COc1ccc(C(=O)COC(=O)C2CC=CCC2C(=O)N(c2ccccc2)c2ccccc2)cc1 (configuration not stated)
3,CC(=O)NC1=NN(C(C)=O)C(c2ccc(OCc3ccccc3)c(OCc3ccccc3)c2)S1 (configuration not stated)
-10,CC1(C)CC(n2c(=O)c3c(n4cnnc24)-c2ccccc2CC32CCCCC2)CCO1 (configuration not stated)
11,COc1cc(C2NC(=S)N=C(C)C2C(=O)Nc2ccccc2)ccc1OCc1ccccc1 (configuration not stated)
2,c1ccc(SCCOCCN2CCc3ccccc3C2)cc1
6,COCCCn1c(CN(C)Cc2sccc2C)cnc1S(C)(=O)=O
41*,CC(=O)Nc1ccc(N2N=C(C)/C(=C/c3ccccc3)C2=O)cc1
4,Brc1ccc2[nH]c3c(ccc4c5ccccc5[nH]c43)c2c1
1,CCN1C(=O)c2ccccc2Sc2ccc(NC(=O)c3ccc(C)c(F)c3)cc21
5,CCCCc1c([O-])[n+](-c2ccc(C)cc2)c2ccc(-c3ccccc3)nn2c1=O
2,COc1ccc(Nc2ccc([N+](=O)[O-])cn2)cc1Cl
0,O=S(=O)(Nc1ccc(Cl)cc1)c1ccc(NS(=O)(=O)c2ccc3c(c2)OCCO3)cc1
-2,O=C(COc1ccc2ccccc2c1)NC1CC(=O)N(c2cccc(F)c2)C1 (configuration not stated)
5,O=C(O)/C=C1/c2ccccc2CSc2sccc21

The list goes on.
RBX1-CUL1 inh,Compound
-1,CN(Cc1ccccc1)c1ncccc1CNCc1nccn1C
-1,O=C(NCc1cccnc1Oc1ccccc1)C1CCC1
-12,CCCSc1nc2ccc(NC(=O)c3sc4nc(-c5ccc(OC)cc5)ccc4c3N)cc2s1
1,Cn1c(=O)c2c(nc(SCC(=O)Nc3ccc(OC(F)(F)Cl)cc3)n2Cc2ccccc2Cl)n(C)c1=O
-1,COCCN1C(=O)C(=O)C(C(=O)c2ccc3c(c2)CC(C)O3)C1c1ccc(OC)c(OC)c1 (configuration not stated)
7,O=C1c2ccccc2C(=O)N1c1ccccc1C(F)(F)F
-5,O=C1c2ccc([N+](=O)[O-])cc2C(=O)N1Cc1ccccc1Cl
3,CSCCC(C(=O)Nc1ccc(C)cc1C)N1C(=O)c2ccccc2C1=O (configuration not stated)
-10,Cn1ncc(Cl)c1C(=O)Nc1ccncc1
5,Cc1cccc(-c2nc(SCC(=O)Nc3ccc4c(c3)OCO4)c(-c3ccccc3)[nH]2)c1
4,COc1cccc(C(=O)Nc2ccccc2SCC2=Nc3c(C)cccc3C(=O)C2)c1
5,Cn1c(=O)cc2c3c(c(NS(=O)(=O)c4ccc(Cl)cc4)ccc31)C(=O)c1ccccc1-2
4,CCC(CC)C(=O)N1CCN(Cc2cccc(F)c2)CC1
1,Nn1c(COc2ccccc2)nnc1SCC(=O)Nc1cc(Cl)cc(Cl)c1
-7,COc1ccc(NC(=O)c2sc3nc4cc(OC)ccc4cc3c2N)cc1
4,O=C(CCCCc1ccccc1)Nc1ccc(N2CCC(NCCCc3cccnc3)CC2)cc1
6,Cc1cc(C)cc(NC(=O)CSc2oc(-c3ccccc3)nc2S(=O)(=O)c2ccc(Cl)cc2)c1
-4,C=CCn1c(=O)c2c(nc3n2CCCN3c2ccc(OC)cc2)n(C)c1=O
-1,Cc1c([C@@H]2C[C@H]3CN(c4ccccc4)C(=O)[C@]34CCCN24)cnn1C
12,CN(C)c1nc(SCC(=O)NN)nc2ccccc12
3,CCn1c(CNC(=O)c2ccc(OC)cc2)nnc1SCC(=O)Nc1cc(C)ccc1C
0,O=C(c1ccccc1)c1cccnc1C(=O)O
3,CCn1nc(NC(=O)Cn2nnc3ccccc32)c2ccccc21
-7,CSC1=NC(=O)C2C(=NC(=O)CC2c2ccccc2OC(C)C)N1C (configuration not stated)
7,O=C(COc1ccc(N2CCN(c3ccccn3)CC2)nn1)NCc1csc(-c2cccs2)n1
1,Cc1cccc2c(C(=O)O)c(C(=O)O)oc12
10,N#CC1C(=N)Oc2n[nH]c(-c3cccc4ccccc34)c2C1c1ccccc1OCc1ccc(F)cc1 (configuration not stated)
-3,Cc1c(C(=O)N2CCC(C)CC2)c(S(=O)(=O)N2CCN(c3ccc(Cl)cc3)CC2)c(C)n1C
6,Cc1ccc(-c2cc(N)n3nc(-c4ccc(C)cc4)cc3n2)cc1
3,CCOC(=O)c1ccccc1NC(=O)c1c(C)oc2ncnc(N3CCOCC3)c12
10,CC(=O)c1cc(C(=O)N2CCCCC2)c(=O)[nH]c1C
4,CC1CC2(C)Oc3ccccc3C3OCC1(COC(=O)NC1CCCCC1)C(C)C32 (configuration not stated)
-3,COc1cc(NC(=O)CC(C)S(=O)(=O)c2cc3c4c(c2)CCN4C(=O)CC3)cc(OC)c1 (configuration not stated)
0,CCc1c(C)sc2c1CCN(Cc1ccccc1F)C2c1ccccc1 (configuration not stated)
0,COC(=O)c1c(OCC2CCCCO2)cc(=O)n2c1CCN(C(=O)COc1ccc(C)cc1)CC2 (configuration not stated)
-1,COc1ccccc1Cn1cc(C(=O)c2ccc(C)cc2)c(=O)c2cc(F)cc(F)c21
4,Cn1c(SCc2nc3ccccc3n2CCO)nc2ccccc21
12,CCCCCCCCN1CNC(=S)NC1
11,CCCCCc1nnc(NC(=O)N2CCN(C(=O)c3ncn[nH]3)CC2)s1
-1,COC(=O)C1SCc2ccccc2C1=O (configuration not stated)

4 entries already listed, ordered by heavy-atom count, rising:
RBX1-CUL1 inh,Compound
10,CC(=O)c1cc(C(=O)N2CCCCC2)c(=O)[nH]c1C
-3,O=C(Nc1cc(C(F)(F)F)c(Br)cc1Br)c1ccc(Br)o1
6,CCN1C(=O)c2ccccc2Sc2ccc(NC(=O)Nc3ccc(C(C)=O)cc3)cc21
4,CC1CCN(S(=O)(=O)c2ccc3nc(N4CCN(c5ccccc5F)CC4)ccc3c2)CC1

The list goes on.
RBX1-CUL1 inh,Compound
-5,Cc1nc(SCC(=O)c2ccc(Cl)cc2)c([N+](=O)[O-])[nH]1
7,Cc1oc(-c2ccccc2NC(=O)CCOc2ccccc2)nc1CNC(=O)Cc1ccccc1F
1,O=C(NCC1COCCO1)c1cc(COc2ccccc2F)[nH]n1 (configuration not stated)
-1,O=C(c1nc(S(=O)(=O)c2ccccc2)c(N2CCOCC2)o1)N1CCOCC1
3,O=c1[nH]cnc2nc(N3CCCCC3)ncc12
8,CC#CCN1C(=O)NC(CCc2ccccc2)(C2CCN(Cc3cc(F)cc(F)c3)CC2)C1=O (configuration not stated)
-3,CC1OC(OC(=O)c2ccc([N+](=O)[O-])cc2)CC(NC(=O)C(F)(F)F)C1OC(=O)c1ccc([N+](=O)[O-])cc1 (configuration not stated)
-10,CC(C)NS(=O)(=O)c1ccc2ccccc2c1
-8,CCCCC(=O)N1CC(C)N(C(=O)CCCC)CC1C (configuration not stated)
-2,COc1cccc(NC(=O)C(=O)NCCc2csc(-c3ccc(C(F)(F)F)cc3)n2)c1
-2,CCOC(=O)c1cnn(-c2cc(Oc3ccc(NC(C)=O)cc3)nc(SC)n2)c1C

These rows are one share of the data; the hit share may differ from the screen's.
